Screening results deposited in PubChem BioAssay by Icahn School of Medicine at Mount Sinai.
RBX1-CUL1 inh = blocks human RBX1-Cullin-1 di-ubiquitin formation | P62877+Q13616 | in vitro K48 di-Ub FRET, acceptor:donor ratio, 45 min | inhibition, % at 10 µM | actives 0.6% (n = 140,000) | AID 1347404; in the data active = inhibition above about 25%
Target sequence (P62877 whole entry, looked up): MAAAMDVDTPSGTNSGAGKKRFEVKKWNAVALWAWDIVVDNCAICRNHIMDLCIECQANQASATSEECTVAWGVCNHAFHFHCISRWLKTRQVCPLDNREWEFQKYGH
Target sequence (Q13616 whole entry, looked up): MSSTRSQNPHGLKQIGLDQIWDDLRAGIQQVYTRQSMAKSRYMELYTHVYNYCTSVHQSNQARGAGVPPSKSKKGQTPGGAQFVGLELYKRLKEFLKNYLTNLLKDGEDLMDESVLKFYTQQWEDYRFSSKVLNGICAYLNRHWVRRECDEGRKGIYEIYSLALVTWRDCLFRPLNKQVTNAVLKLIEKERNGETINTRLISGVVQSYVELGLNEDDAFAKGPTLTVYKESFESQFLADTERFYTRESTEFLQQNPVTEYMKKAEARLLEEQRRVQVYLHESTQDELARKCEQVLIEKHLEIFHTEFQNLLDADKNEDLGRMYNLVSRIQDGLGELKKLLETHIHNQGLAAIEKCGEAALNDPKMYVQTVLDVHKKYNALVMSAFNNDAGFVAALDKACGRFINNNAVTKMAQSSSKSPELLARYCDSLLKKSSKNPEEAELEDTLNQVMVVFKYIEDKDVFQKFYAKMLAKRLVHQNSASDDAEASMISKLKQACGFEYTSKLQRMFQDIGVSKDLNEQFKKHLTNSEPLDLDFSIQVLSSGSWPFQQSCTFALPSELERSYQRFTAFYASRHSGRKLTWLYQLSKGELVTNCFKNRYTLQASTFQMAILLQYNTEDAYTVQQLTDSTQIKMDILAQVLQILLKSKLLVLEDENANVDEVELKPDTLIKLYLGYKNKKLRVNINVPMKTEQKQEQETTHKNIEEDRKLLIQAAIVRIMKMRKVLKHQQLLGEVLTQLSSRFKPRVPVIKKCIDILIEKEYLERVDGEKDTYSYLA
* = called active by the depositor. This is a subset; count on the stated rates, not on these rows.

# | mol | RBX1-CUL1 inh
1 | COc1ccc2nc3oc(C(=O)Nc4cccc(C(F)(F)F)c4)cc3cc2c1 | 2
2 | COC(=O)C(NC(=O)CC(C)C)(Nc1ncc(C)s1)C(F)(F)F (stereo not given) | 7
3 | CCc1ccccc1OC1CN(C(=O)Nc2nnc(C(F)(F)F)s2)C1 | 7
4 | Cc1cc(C)n(Cc2ccc(NC(=O)c3ccc(COc4ccccc4Br)cc3)cc2)n1 | -9
5 | COc1ccc(C2NCCc3c2[nH]c2ccc(OC)cc32)cc1 (stereo not given) | 1
6 | S=c1[nH]c(=S)c2cnc(N(Cc3ccccc3)Cc3ccccc3)nc2[nH]1 | 10
7 | CC(C)C(NC(=O)COc1ccc2c(c1)CCCC2)C(=O)N/N=C/c1c(F)cccc1Cl (stereo not given) | 5
8 | Cc1cn2c(nc(=O)c3cccnc32)s1 | 0
9 | CCc1ccc(CN2CCCC(CO)(CCCc3ccccc3)C2)o1 (stereo not given) | 2
10 | CC1CCCCN1CCCNC(=O)c1sc2ncccc2c1-n1cccc1 (stereo not given) | -6
11 | O=C(O)c1cccc(S(=O)(=O)N2CCCCCC2)c1 | -3
12 | Cc1ccc(N2NC(=O)/C(=C/c3cc(Cl)ccc3O)C2=O)cc1C | 13
13 | Cc1cc(Cl)ccc1NC(=O)CSc1nnc(C(NC(=O)c2ccccc2)C(C)C)n1C (stereo not given) | -12
14 | Cc1cnc(Sc2ccccn2)c([N+](=O)[O-])c1 | 9
15 | Cc1ccc(-n2nc(C(=O)N3CCC(C)CC3)c(=O)n(C)c2=O)cc1 | -5
16 | Cc1cc([N+](=O)[O-])ccc1NC(=O)CSc1ncnc2scc(-c3ccccc3)c12 | -5
17 | Cc1cc(C)c(SS(=O)c2c(C)cc(C)cc2C)c(C)c1 (stereo not given) | 3
18 | CCNS(=O)(=O)c1cc(C(=O)NCC(C)C)ccc1OC | -7
19 | COc1ccc(C(=O)C2C(=O)C(=O)N(CCCN(C)C)C2c2ccccc2OC)cc1OC (stereo not given) | -2
20 | c1ccc(-c2noc3c2CN(Cc2cn[nH]c2-c2ccccc2)CC3)cc1 | -6
21 | CC1=Nc2c(C(=O)Nc3cccc(C)c3)cnn2C(c2ccc(Br)cc2)C1C(=O)Nc1ccc(C)cc1C (stereo not given) | 2
22 | O=C(O)CSc1nnc(-c2cccc(Cl)c2)o1 | 10
23 | C=CCCN1C(=O)c2ccccc2C1=O | -8
24 | Cn1/c(=N/N=C2c3ccccc3-c3ccccc32)ccc2ccccc21 | 5
25 | CCN(C(C)=O)c1nnc(CSc2nc3ccccc3s2)s1 | 6
26 | Cn1nc(C(=O)NCc2ccccc2)c2c1-c1ccccc1S(=O)(=O)C2 | -6
27 | CCOc1ccc(Cn2c(=O)sc3ccccc32)cc1 | 4
28 | CCCn1c(/C=C/c2ccccc2)nc2ccccc21 | 1
29 | Cc1ccccc1CS(=O)(=O)N1CCCCC1 | -8
30 | COC(=O)c1ccc(-n2c(C)cc(C(=O)CSc3nnc4sc5ccccc5n34)c2C)cc1 | 14

Retrieved by compound from the list above:
# | mol | RBX1-CUL1 inh
28 | CCCn1c(/C=C/c2ccccc2)nc2ccccc21 | 1
30 | COC(=O)c1ccc(-n2c(C)cc(C(=O)CSc3nnc4sc5ccccc5n34)c2C)cc1 | 14
11 | O=C(O)c1cccc(S(=O)(=O)N2CCCCCC2)c1 | -3

Next part:
# | mol | RBX1-CUL1 inh
31 | Cc1ccccc1NC(=O)C1CCN(Cc2ccccc2F)CC1 | 4
32 | Cc1ccc(NCc2n[nH]c(=S)n2-c2ccccc2)cc1Cl | -1
33 | COc1ccccc1Cn1cc(C(=O)c2ccc(C)cc2)c(=O)c2cc(C)ccc21 | -1
34 | CCc1ccccc1NC(=O)Nc1cc(C(=O)NCc2ccc(C)cc2)ccc1N1CCCC1 | -12
35 | CC(C)CN(c1ccccc1)S(=O)(=O)c1nnc(NC(=O)c2ccco2)s1 | 0
36 | CC(NC(=O)c1nn(C)c2c1CSc1ccccc1-2)c1ccccc1 (stereo not given) | -2
37 | Fc1ccc2c(c1)Sc1ccc(Cl)cc1CC2N1CCNCC1 (stereo not given) | 1
38 | O=C(Nc1ccc2c(c1)CN(C(=O)/C=C/c1cccnc1)CC2)c1ccncc1 | 9
39 | CCOC(=O)C=CCn1nnn(-c2ccc(Cl)cc2)c1=O | 2
40 | Cc1ccccc1C(=O)Nc1nnc(CC(C)(C)C)s1 | 7
41 | O=S(=O)(c1ccc(Cl)cc1)c1nc(-c2cccc(Br)c2)oc1NCc1ccccc1 | -6
42 | O=C(c1ccccc1-c1ncc[nH]1)N1CCC2(CCCN(CC3CC3)C2)C1 (stereo not given) | 4
43 | COCC(=O)Nc1cnn(-c2cccc(C(=O)N3CCC(c4ccccc4F)C3)c2)c1 (stereo not given) | -2
44 | Cc1ccc(-c2ccc(C3C4=C(CC(C)(C)CC4=O)OC(=N)C3C#N)o2)cc1 (stereo not given) | 3
45 | CCOc1cc(C2Nc3ccc4ccccc4c3C3=C2C(=O)CCC3)ccc1OCCO (stereo not given) | 4
46 | CC1=Nc2nc(SCc3ccccc3C)nn2C(CC(C)C)C1C(=O)Nc1ccc(C)cc1C (stereo not given) | 1
47 | CCOc1ccc(NC(=O)C2CC(=O)n3c(nc4ccccc43)N2)cc1 (stereo not given) | -1
48 | COc1ccc(NC(=O)CSc2nnc(-c3cc(C)nn3C)n2-c2ccc(F)cc2)cc1OC | -4
49 | COC(C(=O)Nc1ccnn1C1CCN(C(C)C)CC1)c1ccccc1 (stereo not given) | 1
50 | Cc1ccc(C(=O)/C(C#N)=N\Nc2ccc(Br)cc2)cc1 | -7
51 | CCOc1ccccc1NC(=O)CN1CCN(c2ccccc2)CC1 | -6
52 | Cn1c(=O)c2c(nc(N3CCOCC3)n2Cc2ccccc2)n(C)c1=O | 8
53 | COc1ccc(NC(=O)CCS(=O)(=O)c2ccc3nc(C)sc3c2)cc1Cl | -2
54 | COc1ccc(NC(=O)CSc2nc(-c3ccc(OC)c(OC)c3)[nH]c2-c2ccc(C)cc2)cc1 | -5
55 | CC(=O)Nc1ccc(S(=O)(=O)NCc2cccnc2)cc1 | -2
56 | COCC(=O)Nc1ccc(Br)cc1 | 6
57 | Cn1cnnc1SCC(=O)N1CCc2ccccc21 | 13
58 | Cc1nc(C(=O)NCc2cccnc2Oc2ccccc2F)cs1 | -17
59 | COc1cc(NC(=O)c2nc3ccccc3n(C)c2=O)cc(OC)c1OC | -1
60 | COC(=O)C(NC(=O)c1ccc(Cl)cc1Cl)(Nc1cc(C)ccn1)C(F)(F)F (stereo not given) | 8
61 | Cc1ccc(OS(=O)(=O)c2cccc([N+](=O)[O-])c2)c(/C=N/N=C2\NC(=O)C(C(C)C)S2)c1 (stereo not given) | -10
62 | Cc1ccc(CCC(=O)N2CCN(c3cccc(Cl)c3)CC2)cc1 | 6
63 | COCCNS(=O)(=O)c1cc(-c2nn3c(C)nnc3c3ccccc23)ccc1C | -10
64 | COc1cccc(Cc2nc3ccccc3nc2SCC(=O)N2CCCc3ccccc32)c1 | 0
65 | O=C(CSc1nnc(C23CC4CC(CC(C4)C2)C3)o1)Nc1ccc(N2CCOCC2)c(Cl)c1 | 0
66 | CC1C(=O)N2CCCc3cc(S(=O)(=O)N4CCC(C(N)=O)CC4)cc1c32 (stereo not given) | 7
67 | CCOc1ccc(C(=O)C2C(=O)C(=O)N(Cc3ccco3)C2c2ccc(Cl)c(Cl)c2)cc1 (stereo not given) | 4
68 | CCOC(=O)c1c(C)oc2c1cc(OS(=O)(=O)c1ccc(NC(C)=O)cc1)c1ccccc12 | 6
69 | O=C(COCc1cc(-c2ccc3c(c2)OCO3)on1)NCc1ccccc1Cl | 0
70 | Cc1ccc(CNc2nc(-c3ccco3)nn2S(C)(=O)=O)cc1 | 7
71 | C=CCNC(=O)c1ccc(CN2CCCCC2)cc1 | 3
72 | CSc1ccc(/C=N\NC(=O)C(NC(=O)Cc2cccs2)C(C)C)cc1 (stereo not given) | -3
73 | Cc1ccccc1C(=O)NNc1ccc([N+](=O)[O-])cc1 | 2
74 | O=S(=O)(c1ccccc1)C1C2CC3C(C2Cl)C31 (stereo not given) | 7
75 | CC1=NC2=C(C(=O)CCC2)C(c2ccc(N(C)C)cc2)C1C(=O)OCc1ccccc1 (stereo not given) | 2

Part of the list above in order of molar mass, high to low.
# | mol | RBX1-CUL1 inh
64 | COc1cccc(Cc2nc3ccccc3nc2SCC(=O)N2CCCc3ccccc32)c1 | 0
72 | CSc1ccc(/C=N\NC(=O)C(NC(=O)Cc2cccs2)C(C)C)cc1 (stereo not given) | -3
70 | Cc1ccc(CNc2nc(-c3ccco3)nn2S(C)(=O)=O)cc1 | 7

More records
# | mol | RBX1-CUL1 inh
76 | O=[N+]([O-])c1csc2cnccc12 | 13
77 | CCOc1ccc(NC(=O)CSc2nc(-c3ccccc3)cs2)cc1 | 4
78 | CCCC(=O)N1CCN(S(=O)(=O)c2ccccc2)CC1 | 0
79 | COc1ccc(NC(=O)c2ccc(-c3nc(CSc4ccccc4)c(C)o3)cc2)c(OC)c1 | -8
80 | CCCC1Nc2ccc(C(=O)O)cc2C2C=CCC12 (stereo not given) | 9
81 | CC1CC(NC(=O)c2ccc(Br)s2)CC(C)(C)C1 (stereo not given) | -4
82 | CC(=O)NS(=O)(=O)c1ccc(-c2ccc(/C=C3/C(=O)NN(c4cccc(C)c4)C3=O)o2)cc1 | 8
83 | Cc1cccc(-c2nn3c(-c4cc(C)cc(C)c4)nnc3s2)c1 | -3
84 | CC(C)(C)C(=O)COC(=O)c1ccccc1NC(=O)c1ccccc1 | 0
85 | Cc1ccc(S(=O)(=O)Nc2cc3c(cc2C)n(C)c(=O)c(=O)n3C)c(C)c1 | 4
86 | CCOC(=O)c1nn(-c2ccc(Cl)cc2C)ccc1=O | -5
87 | C=CCN1C(=O)N=C(Cc2ccc(-c3ccc(Br)c(Cl)c3)o2)C1=O | -8
88 | COc1ccccc1NC(=O)CCN1C(=O)C2C3C=CC(C3)C2C1=O (stereo not given) | 1
89 | CCOC(=O)CN(C)C(=O)c1ccc2nc(Cc3ccc(OC)cc3)oc2c1 | 2
90 | CCOC(=O)c1[nH]c(C)c(C(=O)NCc2ccc(F)cc2)c1C | -10

5 entries out of the list above, sorted by the value under RBX1-CUL1 inh, descending.
# | mol | RBX1-CUL1 inh
77 | CCOc1ccc(NC(=O)CSc2nc(-c3ccccc3)cs2)cc1 | 4
88 | COc1ccccc1NC(=O)CCN1C(=O)C2C3C=CC(C3)C2C1=O (stereo not given) | 1
84 | CC(C)(C)C(=O)COC(=O)c1ccccc1NC(=O)c1ccccc1 | 0
81 | CC1CC(NC(=O)c2ccc(Br)s2)CC(C)(C)C1 (stereo not given) | -4
79 | COc1ccc(NC(=O)c2ccc(-c3nc(CSc4ccccc4)c(C)o3)cc2)c(OC)c1 | -8

New compounds follow:
# | mol | RBX1-CUL1 inh
91 | Cc1cccc(OCC(=O)N/N=C/c2cc(Br)c(O)c(Br)c2O)c1 | 10
92 | Nc1nc(-c2ccccc2)ncc1F | 4
93 | C=CCNS(=O)(=O)c1ccc(C(=O)Nc2ccc(C)cc2)cc1 | -4
94 | CCCCNC(=O)N1C[C@H]2OC(=O)N(Cc3ccc(OC)c(OC)c3)[C@H]2C1 | -3
95 | O=C(Nc1cc(-c2nc3cc(Cl)ccc3o2)ccc1Cl)c1cc([N+](=O)[O-])ccc1N1CCOCC1 | 4
96 | C=CCn1c(=O)oc2cc(F)c(N)cc21 | -2
97 | O=[N+]([O-])c1ccc(N2CCCC2)cc1NCc1ccco1 | 0
98 | COc1ccc(CN2C(=O)N(c3ccc(F)cc3)C(=O)C2CC(=O)Nc2ccccc2)cc1 (stereo not given) | -1
99 | O=C(c1ccc2nc3ccccc3c(=O)n2c1)N1CCN(c2ccc(Cl)cc2)CC1 | -3
100 | CC(NCc1ccccc1Cl)c1ccccc1 (stereo not given) | -6
101 | COc1ccc(C2CC(=O)N(CC(=O)Nc3cccc(C)c3C)c3ccccc3S2)cc1OC (stereo not given) | 2
102 | Cc1cccc(C)c1-n1ncc(C(=O)N2CCN(c3ncccn3)CC2)c1C1CCN(C(=O)OC(C)(C)C)CC1 | -1
103 | Cc1cc(C)cc(CSCC(=O)Nc2c(C)cccc2C)c1 | -2
104 | Nc1ccc(C(=O)N/N=C2\CCCc3c2[nH]c2ccccc32)cc1 | -4
105 | CCOc1ccc(CNCCCSc2nnnn2C)cc1OC | 6
106 | COC(=O)c1c(C)oc2ccc(N(C(C)=O)S(=O)(=O)c3ccc(F)cc3)cc12 | 5
107 | Cc1ccc(Cn2ccnc2SCC(=O)Nc2nnc(C)s2)cc1 | 2
108 | O=C(c1ccccc1)N1c2ccccc2N=C(c2ccccc2)CC1c1ccccc1 (stereo not given) | -3
109 | COc1cc(NC(=O)CSc2nc(-c3ccc(C(C)C)cc3)no2)cc(OC)c1 | 0
110 | COc1cccc(/C=C2\SC(=N)NC2=O)c1OS(=O)(=O)c1ccc(NC(C)=O)cc1 | 4
111 | CC(=O)Nc1ccc(NS(=O)(=O)c2ccc(F)cc2)cc1 | 4
112 | Cc1ccc2nc(-c3ccc(Cl)c(Cl)c3)cn2c1 | -8
113 | CN1C(=O)C(SCCO)C(=O)c2ccccc21 (stereo not given) | -2
114 | CN1CCN(C(=O)c2ccc(OCCOc3ccccc3)cc2)CC1 | 6
115 | COc1ccc2c(c1)C(=O)C(C1(O)C(=O)N(C)c3ccccc31)CC2 (stereo not given) | 7
116 | Cc1ccc(NC(=O)C2Cc3ccccc3CN2S(=O)(=O)c2ccc(F)cc2)c(C)c1 (stereo not given) | 2
117 | Cc1ccc(NC(=O)C(C)Sc2nc(-c3ccccc3)c(C#N)c(=O)[nH]2)c(C)c1 (stereo not given) | 7
118 | C[C@@H]1CN(C2(C(=O)NCc3ccon3)Cc3ccccc3C2)C[C@H](C)O1 | -3
119 | CCC(=O)Nc1cc(-c2cccc(C)c2)nn1-c1ccccc1 | 3
120 | OCCNc1nc2ccccc2n1CCOc1ccccc1 | 5
121 | Cc1ccc(C)c(NC(=O)CCc2nc(-c3ccc(C(C)(C)C)cc3)no2)c1 | -11
122 | Cc1noc(/C=C/c2ccccc2F)c1S(=O)(=O)N1CCC(C(=O)N2CCOc3ccccc32)CC1 | 4
123 | CCOC(=O)c1c(NC(=O)CO/N=C/c2cccc([N+](=O)[O-])c2)sc2c1CCCC2 | -6
